# TNAP Pi inh: human TNAP enzyme inhibitors, primary screen, biochemical, colorimetric, phosphate release readout. 21,000 tested, under 10 active. Alkaline phosphatase, tissue-nonspecific isozyme (Homo sapiens), P05186. AID 614, 2007. inhibition, % at 20 µM. purified TNAP, pNPP, malachite green phosphate absorbance
# Target sequence (P05186 whole entry, looked up): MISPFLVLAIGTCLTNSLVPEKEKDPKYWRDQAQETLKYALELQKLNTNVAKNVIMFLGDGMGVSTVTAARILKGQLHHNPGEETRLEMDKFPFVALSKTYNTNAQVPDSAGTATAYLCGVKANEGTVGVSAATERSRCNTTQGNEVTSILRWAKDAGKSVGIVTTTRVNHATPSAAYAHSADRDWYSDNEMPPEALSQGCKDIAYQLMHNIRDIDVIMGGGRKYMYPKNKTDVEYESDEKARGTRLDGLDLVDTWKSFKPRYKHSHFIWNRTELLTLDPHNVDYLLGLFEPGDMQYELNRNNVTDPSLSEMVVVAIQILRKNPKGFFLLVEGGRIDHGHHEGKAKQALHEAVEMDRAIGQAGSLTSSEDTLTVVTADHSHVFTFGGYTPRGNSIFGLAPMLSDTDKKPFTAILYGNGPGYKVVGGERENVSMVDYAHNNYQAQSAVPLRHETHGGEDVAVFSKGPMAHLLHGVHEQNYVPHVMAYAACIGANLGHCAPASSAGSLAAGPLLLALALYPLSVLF
# TNAP inh pNP: human TNAP enzyme inhibitors, primary screen, biochemical, colorimetric, p-nitrophenol readout; purified TNAP, pNPP hydrolysis, absorbance 405 nm; inhibition, % at 20 µM; 21,000 tested, under 10 active; AID 615, 2007;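 also: 0% = DMSO only wells and 100% = 1 mM levamisole wells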
# An asterisk follows results filed as active.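 The calls were made as follows: active = inhibition above 50% at the 20 µM single-dose screen; inactive = the rest.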
> CCCc1nnc(NC(=O)CCC(=O)N2CCCCC2CC)s1 (centres undefined)
  TNAP Pi inh: 4
  TNAP inh pNP: 6
> O=C1C(Cl)=C(N2CCOCC2)C(=O)N1c1ccccc1Cl
  TNAP Pi inh: 13
  TNAP inh pNP: 7
> CC(C)C1Cc2c(C#N)c(N)n(C)c(=S)c2CO1 (centres undefined)
  TNAP Pi inh: 10
  TNAP inh pNP: 4
> CCOC(=O)Cn1cc(-c2ccccc2)nn1
  TNAP Pi inh: 4
  TNAP inh pNP: 0
> Cc1ccc(-c2nnc(SCC(=O)O)n2N)cc1
  TNAP Pi inh: 10
  TNAP inh pNP: -1
> CCOc1ccc(N(CC(=O)NCCSc2ccccn2)S(C)(=O)=O)cc1
  TNAP Pi inh: -5
  TNAP inh pNP: 5
> CCOC(=O)C1CCN(c2ncnc3c2[nH]c2cccc(OC)c23)CC1
  TNAP Pi inh: 5
  TNAP inh pNP: 1
> O=C(CSc1nnc(-c2ccccc2)c(-c2ccccc2)n1)N1CCOCC1
  TNAP Pi inh: 8
  TNAP inh pNP: 6
> S=c1[nH]nc(COc2ccc(Cl)cc2)o1
  TNAP Pi inh: 8
  TNAP inh pNP: 2
> Nn1c(SCC(=O)Nc2ccc3c(c2)OCCO3)nnc1-c1ccccn1
  TNAP Pi inh: 5
  TNAP inh pNP: -2

# One compound at a time, from the list above.
# CC(C)C1Cc2c(C#N)c(N)n(C)c(=S)c2CO1 (centres undefined) is listed as TNAP Pi inh: 10; TNAP inh pNP: 4
# Nn1c(SCC(=O)Nc2ccc3c(c2)OCCO3)nnc1-c1ccccn1 is listed as TNAP Pi inh: 5; TNAP inh pNP: -2

# The list continues:
> COc1ccc(C2C(C#N)=C(N)SC(N)=C2C#N)cc1OC
  TNAP Pi inh: -4
  TNAP inh pNP: 0
> CCN1C(=O)C2(/C(=C(\O)c3ccc4c(c3)OCCO4)C(=O)C(=O)N2CCCOC)c2ccccc21 (centres undefined)
  TNAP Pi inh: 7
  TNAP inh pNP: 0
> Cc1cc(C(C)(C)C)c(O)c(C)c1CC1=NCCN1
  TNAP Pi inh: 8
  TNAP inh pNP: 3
> CCCCc1c(O)nc(SCC(=O)N2CCOCC2)n(-c2ccccc2C)c1=O
  TNAP Pi inh: 14
  TNAP inh pNP: 8
> COC(=O)c1cc(C)sc1NC(=O)CCCC(=O)O
  TNAP Pi inh: 4
  TNAP inh pNP: -7
> COc1cc(NC(=O)c2ccc(C)cc2)c(OC)cc1NC(=O)CN1CCOCC1
  TNAP Pi inh: 8
  TNAP inh pNP: 3
> O=C(Nc1ccc2oc(-c3ccccc3Cl)nc2c1)c1ncn[nH]1
  TNAP Pi inh: -7
  TNAP inh pNP: -7
> COc1ccc(NC(=O)c2cnc(C)cn2)cc1-n1cnnn1
  TNAP Pi inh: 3
  TNAP inh pNP: 4
> CC(C)Nc1oc(Cc2cccc3ccccc23)nc1C#N
  TNAP Pi inh: 5
  TNAP inh pNP: 2
> Cc1c(C)c2cc(Cl)c(O)c(CN3CCCC(C)C3)c2oc1=O (centres undefined)
  TNAP Pi inh: -3
  TNAP inh pNP: -5

# Structures shown so far containing a cyano group (three):
> CC(C)C1Cc2c(C#N)c(N)n(C)c(=S)c2CO1 (centres undefined)
  TNAP Pi inh: 10
  TNAP inh pNP: 4
> COc1ccc(C2C(C#N)=C(N)SC(N)=C2C#N)cc1OC
  TNAP Pi inh: -4
  TNAP inh pNP: 0
> CC(C)Nc1oc(Cc2cccc3ccccc23)nc1C#N
  TNAP Pi inh: 5
  TNAP inh pNP: 2

# Next records
> COc1ccccc1CNC(=O)c1ccc(NS(C)(=O)=O)cc1
  TNAP Pi inh: 6
  TNAP inh pNP: 4
> CCn1c(=N)n(CCO)c2ccccc21
  TNAP Pi inh: 0
  TNAP inh pNP: 5
> COc1c(C(=O)N2CCCC2)ccc2ccccc12
  TNAP Pi inh: 8
  TNAP inh pNP: 5
> CCOC(=O)C1(O)CSc2nc3sc(C(=O)O)c(C)c3c(=O)n21 (centres undefined)
  TNAP Pi inh: -1
  TNAP inh pNP: -1
> CC(O)c1ccc2c(c1)OCCOCCN(C)CCOCCO2 (centres undefined)
  TNAP Pi inh: 7
  TNAP inh pNP: 3
> Cc1cc(C)nc(N(C#N)Cc2ccc(Br)cc2)n1
  TNAP Pi inh: 7
  TNAP inh pNP: 2
> O=C(NCc1ccccc1)C1CC2CCCC(C1)C2=O (centres undefined)
  TNAP Pi inh: 19
  TNAP inh pNP: 6
> CCCC(CCC(=O)NC1CCCCC1)C(=O)O (centres undefined)
  TNAP Pi inh: 1
  TNAP inh pNP: 7
> CCCNS(=O)(=O)c1ccc(CCC(=O)N2CCOCC2)cc1
  TNAP Pi inh: 0
  TNAP inh pNP: 0
> CN(CCCC(=O)NCc1ccco1)S(=O)(=O)c1ccccc1
  TNAP Pi inh: 20
  TNAP inh pNP: 6

> CCOC(=O)Nc1ccc(S(=O)(=O)Nn2cnnc2)cc1
  TNAP Pi inh: 6
  TNAP inh pNP: 2
> COC(=O)C1C(=O)NCC1c1ccccc1 (centres undefined)
  TNAP Pi inh: -27
  TNAP inh pNP: -6
> O=S(=O)(Cc1ccc(Cl)cc1)N1CCN(Cc2ccccc2)CC1
  TNAP Pi inh: 9
  TNAP inh pNP: 7
> Cc1ccccc1Nc1nc(N)nc(COC(=O)CCS(=O)(=O)c2ccccc2)n1
  TNAP Pi inh: 16
  TNAP inh pNP: 3
> Cc1cc(C(=O)N2CCc3ccccc32)c2ccccc2n1
  TNAP Pi inh: 11
  TNAP inh pNP: 2
> COc1ccc(N2CCN(c3oc(COc4ccc(Cl)cc4)nc3C#N)CC2)cc1
  TNAP Pi inh: -2
  TNAP inh pNP: -3
> Oc1ccc(Nc2nc(NCC3CCCO3)c3ccccc3n2)cc1 (centres undefined)
  TNAP Pi inh: -16
  TNAP inh pNP: 3
> O=C(CCSc1nnc2ccccn12)Nc1ccc(F)cc1
  TNAP Pi inh: 8
  TNAP inh pNP: 2
> CC(C)(CO)NS(=O)(=O)c1ccc2c(c1)oc(=O)c1cc(S(=O)(=O)NC(C)(C)CO)ccc12
  TNAP Pi inh: 8
  TNAP inh pNP: 5
> Cn1cccc1C(=O)NC(=O)CSc1nc2ccccc2s1
  TNAP Pi inh: 10
  TNAP inh pNP: 2

> O=C(NCCCN1CCOCC1)C(C(=O)c1ccccc1)n1ccccc1=O (centres undefined)
  TNAP Pi inh: 3
  TNAP inh pNP: 3
> Cc1ccc(OCc2nc(-c3ccccn3)no2)c(Br)c1
  TNAP Pi inh: 4
  TNAP inh pNP: -4
> Cc1c(-c2nc(N)nc(Nc3ccc(F)cc3)n2)oc2ccccc12
  TNAP Pi inh: 8
  TNAP inh pNP: 5
> COCc1nnc(NC(=O)CCc2ccccc2)s1
  TNAP Pi inh: -9
  TNAP inh pNP: -15
> O=C(Nc1ccccc1N1CCCCC1)c1cccs1
  TNAP Pi inh: 11
  TNAP inh pNP: 5
> CCS(=O)(=O)N1Cc2ccccc2CC1C(=O)Nc1nc2ccccc2[nH]1 (centres undefined)
  TNAP Pi inh: 9
  TNAP inh pNP: 3
> Cn1c(C(=O)OC(C(=O)NC2CCCC2)c2ccncc2)cc2sccc21 (centres undefined)
  TNAP Pi inh: 10
  TNAP inh pNP: 1
> CCC1(C)C2(C#N)C(N)=NC(OC)(OC)C12C#N (centres undefined)
  TNAP Pi inh: 8
  TNAP inh pNP: 3
> COc1ccc(-c2nc(=S)[nH][nH]2)cc1
  TNAP Pi inh: 18
  TNAP inh pNP: 6
> CCc1cccc(CC)c1NC(=O)CN1CCN(c2ccccc2)CC1
  TNAP Pi inh: 17
  TNAP inh pNP: 2

# (continued)
# Values in the order – TNAP Pi inh	TNAP inh pNP
COCCn1c(SCC(=O)N2CCCCC2)nc2cccnc21
    8	6
CCNC(=O)Nn1c(C)nnc1C
    5	1
COc1cccc(C(=O)CN2C(=O)C(C)(C)Oc3ccc(C(=O)N4CCCCCC4)cc32)c1
    4	0
Clc1ccccc1OCc1nc(-c2ccccn2)no1
    8	5
COc1ccc(OC)c(-c2nnc(-c3ccc(C)o3)o2)c1
    -1	5
Cn1c(CCNC(=O)c2ccccc2)nc2cc(NC(=O)c3ccco3)ccc21
    4	-1
C=CC(O)Cc1c(C)n[nH]c1C (centres undefined)
    7	2
CSc1ccccc1NC(=O)c1cnccn1
    9	3
Cc1cccnc1Nc1nc(-c2ccc(O)cc2O)cs1
    -10	-4
CCN(CC)CCCNC(=O)c1ccccc1C
    6	1
Cn1c(NC(=O)c2ccco2)c(-c2ccccc2)c(=O)c2ccccc21
    9	1
CCOC(=O)c1c(-c2ccccc2)csc1NC(=O)c1nn(CC)cc1Br
    16	10
Cc1cccc(C)c1OCc1nnc(SCC(=O)NCc2ccccc2)o1
    0	0
c1ccc(-n2c(SCc3ccncc3)nnc2-c2ccco2)cc1
    4	7
COC(=O)c1cc2c(=O)n3ccccc3nc2n(C)c1=N
    -20	1
COC(=O)C(CCCCN1C(=O)C2C3C=CC(C3)C2C1=O)N1C(=O)C2C3C=CC(C3)C2C1=O (centres undefined)
    6	0
O=C(NCCCn1ccnc1)C(Cc1ccccc1)N1C(=O)c2ccccc2C1=O (centres undefined)
    4	2
O=C(NCCCNCc1ccccc1)/C(=N\O)c1ccccc1
    4	3
O=C(N1CCN(c2ccccc2)CC1)C12CC3CC(CC(C3)C1)C2
    9	2
CN(C1CCCCC1)S(=O)(=O)Cc1ccccc1
    0	0

# Random excerpt: 4 entries already listed, in no set order.
# Values in the order – TNAP Pi inh	TNAP inh pNP
COC(=O)c1cc(C)sc1NC(=O)CCCC(=O)O
    4	-7
CN(C1CCCCC1)S(=O)(=O)Cc1ccccc1
    0	0
O=C(CSc1nnc(-c2ccccc2)c(-c2ccccc2)n1)N1CCOCC1
    8	6
COc1ccc(N2CCN(c3oc(COc4ccc(Cl)cc4)nc3C#N)CC2)cc1
    -2	-3

# High-throughput results as filed in PubChem BioAssay.

# These rows are one share of the data. The share of hits here may be higher or lower than overall.
